# CHRM5 antagonist: human M5 muscarinic receptor antagonists, primary screen, CHO cells, Fluo-8 calcium fluorescence | Muscarinic acetylcholine receptor M5 (Homo sapiens), P08912 | CHO-hM5 cells, ACh EC80 | inhibition, % at 3 µM | actives 0.59% (n = 360,000) | AID 624040, 2012;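 active = inhibition above a per-plate cutoff, the mean of that plate's test compounds plus 3 SD, cut at about 27% in these data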;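 also: 0% = acetylcholine EC80 with DMSO and 100% = DMSO without agonist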
# Target sequence (P08912 whole entry, looked up): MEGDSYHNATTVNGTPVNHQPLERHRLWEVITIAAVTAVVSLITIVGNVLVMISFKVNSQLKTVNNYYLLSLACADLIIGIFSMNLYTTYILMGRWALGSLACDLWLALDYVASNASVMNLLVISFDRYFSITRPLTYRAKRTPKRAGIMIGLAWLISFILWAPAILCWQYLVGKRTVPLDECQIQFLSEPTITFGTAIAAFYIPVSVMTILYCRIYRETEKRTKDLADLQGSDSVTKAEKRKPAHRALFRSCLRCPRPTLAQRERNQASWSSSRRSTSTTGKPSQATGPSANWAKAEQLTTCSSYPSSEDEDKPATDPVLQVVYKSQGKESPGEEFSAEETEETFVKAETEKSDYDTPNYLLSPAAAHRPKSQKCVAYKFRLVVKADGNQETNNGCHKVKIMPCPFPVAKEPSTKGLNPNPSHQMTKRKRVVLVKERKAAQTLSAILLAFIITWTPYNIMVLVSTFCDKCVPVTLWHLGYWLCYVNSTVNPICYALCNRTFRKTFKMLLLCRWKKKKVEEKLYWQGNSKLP
# M5 PAM: human M5 muscarinic receptor positive allosteric modulators, primary screen, CHO-K1 cells, Fluo-8 calcium fluorescence; actives 0.3% (n = 360,000); activation, % at 3 µM; CHO-K1 hM5, ACh EC20 PAM; 0% = ACh EC20, 100% = ACh EC100; Muscarinic acetylcholine receptor M5 (Homo sapiens), P08912;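 active = activation above the run cutoff, the mean activation of all test compounds plus 3 SD, cut at about 18% in these data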
#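 System: CHO-K1 hM5 cells. Reagent: acetylcholine, EC20 level. Compound dosing: single dose, 3 µM nominal final test concentration. Timing: Post-acetylcholine fluorescence recording 140 s. Detection: Fluo-8 calcium fluorescence. Read-out: % activation, ACh-normalized. Benchmarks: ACh EC20 and EC100 wells. Repeats: singlicate, one well per test compound.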
# M5 ag: human M5 muscarinic receptor agonists, primary screen, CHO-K1 cells, Fluo-8 calcium fluorescence. activation, % at 3 µM. actives 0.19% (n = 360,000). Muscarinic acetylcholine receptor M5 (Homo sapiens), P08912. CHO-K1 hM5 cells; 0% DMSO wells, 100% maximal acetylcholine response;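 active = activation above the run's mean over test compounds plus 3 SD, cut at about 23% in these data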;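 also: signal is peak over basal fluorescence ratio across the kinetic read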
# M1 PAM: human M1 muscarinic receptor positive allosteric modulators, primary screen, CHO-K1 cells, Fluo-8 calcium fluorescence, 1536-well | activation, % at 3 µM | actives 0.088% (n = 360,000) | Muscarinic acetylcholine receptor M1 (Homo sapiens), P11229 | CHO-K1 hM1, ACh EC20; 0% = ACh EC20, 100% = maximal ACh; in the data active = activation above about 19%, passing the limit was not always enough
# Target sequence (P11229 whole entry, looked up): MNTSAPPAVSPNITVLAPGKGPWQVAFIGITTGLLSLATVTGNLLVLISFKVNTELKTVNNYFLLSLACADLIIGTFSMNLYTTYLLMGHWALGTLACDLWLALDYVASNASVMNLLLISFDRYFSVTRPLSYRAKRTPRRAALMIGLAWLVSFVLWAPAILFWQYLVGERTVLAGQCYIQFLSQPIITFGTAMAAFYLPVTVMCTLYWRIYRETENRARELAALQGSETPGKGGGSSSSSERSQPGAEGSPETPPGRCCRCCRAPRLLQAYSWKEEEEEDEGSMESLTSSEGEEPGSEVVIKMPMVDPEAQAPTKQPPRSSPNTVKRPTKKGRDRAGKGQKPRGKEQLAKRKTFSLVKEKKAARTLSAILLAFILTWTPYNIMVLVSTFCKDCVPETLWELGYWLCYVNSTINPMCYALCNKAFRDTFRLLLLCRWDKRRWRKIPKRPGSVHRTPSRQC
# M4 ag: human M4 muscarinic receptor agonists, primary screen, CHO-K1 cells, Fluo-8 calcium fluorescence; Muscarinic acetylcholine receptor M4 (Homo sapiens), P08173; CHO-K1 hM4/Gqi5; vehicle 0%, full acetylcholine response 100%; activation, % at 3 µM; actives 0.14% (n = 360,000);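 active = activation above the run mean over all test wells plus 3 SD, cut at about 32% in these data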;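 also: peak over basal fluorescence ratio per well then scaled between controls; 0% = DMSO wells and 100% = acetylcholine at EC100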
# M4 PAM: human M4 muscarinic receptor positive allosteric modulators, primary screen, CHO-K1 cells, Fluo-8 calcium fluorescence; actives 0.4% (n = 360,000); Muscarinic acetylcholine receptor M4 (Homo sapiens), P08173; activation, % at 3 µM; CHO-K1 hM4/Gqi5, ACh EC20; 0% = ACh EC20, 100% = maximal ACh; AID 624126, 2012;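 active = activation above its plate's cutoff, the mean activation of sample wells plus 3 SD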; also: some results filed as inactive read as strong as hits
# CRFBP-R2 agonist: agonists of CRF-BP/CRF-R2 complex, primary screen, cell-based, HEK293, calcium dye fluorescence, uHTS | actives 0.46% (n = 350,000) | AID 588473, 2011 | CRF-binding protein / CRF receptor 2 complex (human) | activation, % at 13.2 µM | calcium dye fluorescence (FLIPR); percent of saturating CRF peptide response;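 active = activation of at least 50%, plus an integration ratio under a set limit after plate pattern correction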;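 also: plate controls were neutral control wells without compound for no effect and CRF at EC100 for full effect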
# CRFR2-BP antag: antagonists of CRF-BP/CRF-R2 complex, primary screen, cell-based, HEK293, calcium dye fluorescence, uHTS; CRF-induced calcium fluorescence; inhibition, % at 11.8 µM; actives 0.59% (n = 350,000); AID 588475, 2011;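 active = inhibition of the ligand-induced calcium signal above about 50% at the single tested concentration, limit read from the data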
# M4 antag: human M4 muscarinic receptor antagonists, primary screen, CHO cells, Fluo-8 calcium fluorescence. inhibition, % at 3 µM. actives 0.73% (n = 360,000). CHO-hM4 cells, ACh EC80;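 active = inhibition above its plate's cutoff, the mean inhibition of sample wells plus 3 SD, cut at about 27% in these data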;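 also: 0% = acetylcholine EC80 with DMSO and 100% = DMSO without agonist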
# Starred values were filed as active, the others as inactive; & = joins results of further samples. The order is random. About 2.6% of those tested had a hit in this group.
# Values run as follows: M1 PAM	M4 ag	CRFBP-R2 agonist	M5 ag	M5 PAM	M4 antag	M4 PAM	CRFR2-BP antag	CHRM5 antagonist
1) O=S(=O)(c1cccc(Br)c1)N1CCN(S(=O)(=O)c2ccc3c(c2)OCCO3)CC1
 : 10	0	2.3	0	6	16	4	-1	2
2) COc1ccc(CNC(=O)C2CC(=O)N(C3CCCC3)C2)cc1 (stereo not given)
 : -2	2	2.8	-2	4	-6	7	1	-5
3) CCCCn1nnc(NC(=O)c2ccc(-c3ccccc3[N+](=O)[O-])o2)n1
 : 13	2	-1.1	-3	-2	7	-5	-3	6
4) CCCn1c(=O)[nH]c2ccccc21
 : 5	0	0.1	1	0	6	0	13	-1
5) CCN(CC)C(=O)CSc1nc2ncc(Cl)cc2[nH]1
 : 0	1	0.4	0	-3	1	-2	-9	1
6) CCN1CCN(c2nc(Nc3ccc(C)c(C)c3)nc(N)c2[N+](=O)[O-])CC1
 : 2	0	-5.9	3	-1	-3	2	-77	3
7) Cc1ccc2[nH]c(O)c(N=Nc3ccccc3[N+](=O)[O-])c2c1
 : 8	0	-0.6	3	-5	-10	2	-4	12
8) CN(CC(=O)Nc1ccccc1Br)CC(=O)Nc1ccccc1C(F)(F)F
 : 7	4	-3.1	0	4	-19	6	1	1
9) O=C(NC(Cc1cccc(F)c1)C(=O)O)C1CCCCC1 (stereo not given)
 : 12	3	0.0	1	2	8	3	4	4
10) Cc1cccc(OCC(=O)N2CCN(C(=O)c3cccs3)CC2)c1
 : 8	0	-2.5	-1	-1	-4	-2	9	-2
11) O=C1CC(c2ccccc2)CC(O)=C1C=Nc1ccccc1O (stereo not given)
 : 4	9	0.1	-1	-7	-6	-11	-1	11
12) CCOc1ccc(NS(=O)(=O)c2ccc3c(c2)CCN3C(=O)CCC(=O)O)cc1
 : 1	-1	-0.9	2	6	-2	0	-1	-4
13) CCC(=O)NC(=S)Nc1ccc(NC(=O)c2ccccc2[N+](=O)[O-])cc1
 : 1	1	1.5	-7	-6	4	-4	10	15
14) COc1ccc(-c2[nH]ncc2CN2CCCO2)cc1F
 : 13	3	-0.1	2	2	-10	7	-6	8
15) CCOc1ccc(S(=O)(=O)N(C)c2ccc(OCC(=O)NCc3cccnc3)cc2)cc1
 : -1	1	0.9	-1	2	12	-9	6	10
16) CCOc1ncccc1C(=O)OCC(=O)c1ccc(Br)s1
 : 18	1	-1.6	-3	7	-7	2	13	-5
17) Cc1oc(-c2ccccc2F)nc1CS(=O)CC(=O)NC1CCCCC1 (stereo not given)
 : -2	1	-3.2	0	-5	3	-4	19	1
18) CCOC(=O)C(C)N1C(=O)S/C(=C/c2cc(C)n(-c3ccncc3)c2C)C1=O (stereo not given)
 : -14	14	0.7	7	-12	-6	2	-3	7
19) Cc1ccc(S(=O)(=O)N2CCCC(C(=O)NNCC(=O)Nc3cc(F)ccc3F)C2)cc1 (stereo not given)
 : -5	0	-1.0	-3	-6	8	-12	0	2
20) O=C(OCC(=O)N1CCCc2ccccc21)c1cc(S(=O)(=O)N2CCOCC2)ccc1Cl
 : -4	10	0.2	1	-5	2	-12	5	-12
21) COC(=O)c1c(C(=O)OC)c(-c2ccc(F)cc2)n2c1CS(=O)(=O)C2
 : 13	0	0.4	-2	0	-4	2	-9	7
22) CC(=O)NC1C(=O)Nc2c(C)cc(C)cc21 (stereo not given)
 : 4	0	11	-1	1	9	-1	3	-2
23) COc1ccc(NC(=O)c2ccc3ccccc3c2OC)cc1
 : 0	6	-0.6	-5	-3	-6	-3	-3	6
24) COc1ccccc1NC(=O)COC(=O)c1ccccn1
 : -1	2	-0.2	1	-2	6	-9	1	7
25) CC(=O)C1=C(O)C(=O)N(c2ccc(O)cc2)C1c1cccc(F)c1 (stereo not given)
 : -1	12	1.4	1	-11	9	-10	1	8
26) Cc1ccc(OC(=O)CCC(=O)OCCCC(F)(F)C(F)(F)F)cc1
 : 0	-1	-1.8	-3	-3	-2	-1	-12	-2
27) Cc1nccn1CC(=O)N/N=C/c1cc(Br)cs1
 : 6	0	-0.8	-3	6	-3	-8	2	-2
28) CCOc1ccc(S(=O)(=O)Nc2ccccn2)c2ccccc12
 : 3	2	1.3	1	-5	7	1	2	5
29) CCOC(=O)CCc1c(C)c2ccc(OCc3nn[nH]n3)c(C)c2oc1=O
 : 2	0	2.1	3	-3	-6	-2	8	-3
30) CC(C)N(CCCNC(=O)C1CCN(S(=O)(=O)N2CCOCC2)CC1)Cc1ccccc1
 : 3	0	0.0	-5	3	5	-3	10	-7

# Exported as tab-separated lines: part of the list above.
nr	mol	M1 PAM	M4 ag	CRFBP-R2 agonist	M5 ag	M5 PAM	M4 antag	M4 PAM	CRFR2-BP antag	CHRM5 antagonist
3	CCCCn1nnc(NC(=O)c2ccc(-c3ccccc3[N+](=O)[O-])o2)n1	13	2	-1.1	-3	-2	7	-5	-3	6
6	CCN1CCN(c2nc(Nc3ccc(C)c(C)c3)nc(N)c2[N+](=O)[O-])CC1	2	0	-5.9	3	-1	-3	2	-77	3
25	CC(=O)C1=C(O)C(=O)N(c2ccc(O)cc2)C1c1cccc(F)c1 (stereo not given)	-1	12	1.4	1	-11	9	-10	1	8
1	O=S(=O)(c1cccc(Br)c1)N1CCN(S(=O)(=O)c2ccc3c(c2)OCCO3)CC1	10	0	2.3	0	6	16	4	-1	2
23	COc1ccc(NC(=O)c2ccc3ccccc3c2OC)cc1	0	6	-0.6	-5	-3	-6	-3	-3	6
10	Cc1cccc(OCC(=O)N2CCN(C(=O)c3cccs3)CC2)c1	8	0	-2.5	-1	-1	-4	-2	9	-2
27	Cc1nccn1CC(=O)N/N=C/c1cc(Br)cs1	6	0	-0.8	-3	6	-3	-8	2	-2

# As entered above.
# cpd 23 @ CHRM5 antagonist = 6
# cpd 12 @ M4 PAM = 0

# Complete entries as entered above:
# Listed for Cc1oc(-c2ccccc2F)nc1CS(=O)CC(=O)NC1CCCCC1 (stereo not given) → M1 PAM = -2; M4 ag = 1; CRFBP-R2 agonist = -3.2; M5 ag = 0; M5 PAM = -5; M4 antag = 3; M4 PAM = -4; CRFR2-BP antag = 19; CHRM5 antagonist = 1
# Listed for COc1ccc(CNC(=O)C2CC(=O)N(C3CCCC3)C2)cc1 (stereo not given) → M1 PAM = -2; M4 ag = 2; CRFBP-R2 agonist = 2.8; M5 ag = -2; M5 PAM = 4; M4 antag = -6; M4 PAM = 7; CRFR2-BP antag = 1; CHRM5 antagonist = -5

# (continued)
# Values run as follows: M1 PAM	M4 ag	CRFBP-R2 agonist	M5 ag	M5 PAM	M4 antag	M4 PAM	CRFR2-BP antag	CHRM5 antagonist
31) CCCc1cc(=O)n2[nH]c(-c3cc(OC)c(OC)c(OC)c3)nc2n1
 : 2	0	1.7	0	-3	-2	4	-4	-1
32) COc1ccccc1NC(=O)CN1C(=O)COc2ccc(S(=O)(=O)N3CCC(C)CC3)cc21
 : 7	0	-2.5	-1	9	-5	2	9	-5
33) COc1ccc(CCNC(=O)CN(c2cc(C)cc(C)c2)S(=O)(=O)c2c(C)noc2C)cc1OC
 : 14	5	-2.4	-7	-7	-11	4	-5	5
34) O=C(Cc1cccc(NC(=O)C2CCN(C(=O)c3ccccc3)CC2)c1)Nc1cccc(C(=O)N2CCOCC2)c1
 : -3	0	-1.8	0	-1	-1	-1	4	-3
35) CC[C@]12c3[nH]c4cc(CCC(=O)N(C)C)ccc4c3CCN1C(=O)[C@@H](CC(=O)NCCN1CCOCC1)C[C@@H]2C(=O)N1CCN(C(=O)C2CC2)CC1
 : -6	0	-1.2	1	1	5	-6	-1	-7
36) N#Cc1c(N)n[nH]c1Cc1cccc2ccccc12
 : 3	1	-3.7	2	-5	-8	6	-2	-4
37) CN(C)C=NCCn1c(N2CCOCC2)nc2c1c(=O)n(C)c(=O)n2C
 : 3	1	1.2	-2	-4	-8	3	19	5
38) COc1cc2ccc(=O)oc2c(O[C@@H]2O[C@H](CO)[C@@H](O)[C@H](O)[C@H]2O)c1O
 : 6&10	0&0	17&2.0	2&-4	-1&7	2&-4	2&6	3&-12	13&2
39) COc1ccc(CN(C(=O)c2oc3ccc(F)cc3c2C)C2CCS(=O)(=O)C2)cc1 (stereo not given)
 : -7	10	0.2	3	-5	-1	-4	14	15
40) N#Cc1ccc(CN2CCN(C(=O)C3CC(=O)N(c4ccccc4F)C3)CC2)cc1 (stereo not given)
 : 12	3	0.3	1	-5	15	6	0	22
41) CC(C)CNC(=O)c1cccc2c1-c1ccccc1C2=O
 : 7	0	0.4	1	0	-12	4	-5	1
42) Cc1ccnc(SCc2ccc(C(=O)O)cc2)n1
 : 2	2	-0.5	0	-4	-22	5	-13	3
43) COC(=O)c1cc(NC(=O)CSc2ncn[nH]2)ccc1Cl
 : -6	2	-0.4	-2	-7	4	5	7	3
44) CC(Oc1ccc(Cl)cc1Cl)c1nc(-c2ccc(NC(=O)c3cccnc3)cc2)no1 (stereo not given)
 : -2	3	1.5	2	6	-14	-1	-1	0
45) CC(=O)c1ccccc1NC(=O)Cn1c(=O)cnc2ccccc21
 : 1	6	0.7	1	-10	-9	-5	72*	5
46) CCN(CC)C(=O)CSc1nnc(CCN)o1
 : 5	0	-1.3	-1	-5	-6	2	17	2
47) COCc1cc(C)nc2oc(C(=O)c3ccccc3)c(N)c12
 : 8	0	0.3	0	3	-1	5	1	4
48) COc1ccc(NS(=O)(=O)c2ccc(C)c(C(=O)NC3CCN(Cc4ccccc4)CC3)c2)cc1
 : 5	5	1.7	-5	-5	-8	-1	-26	3
